Compound activity: PubChem, Sanford-Burnham Center for Chemical Genomics
APJ agonist – agonists of human apelin receptor APJ, primary screen, CHO-K1 cells, PathHunter beta-arrestin, luminescence | activation, % at 20 µM | 0% DMSO wells, 100% apelin | P35414 | AID 2520, 2010 | hit rate 0.11% among 330,000;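 active means activation more than six SD over the plate average, tested at 20 µM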;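 further: 0% = DMSO alone and 100% = apelin-13 at 10 nM; some results filed as inactive read as strong as hits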
Target sequence (P35414 whole entry, looked up): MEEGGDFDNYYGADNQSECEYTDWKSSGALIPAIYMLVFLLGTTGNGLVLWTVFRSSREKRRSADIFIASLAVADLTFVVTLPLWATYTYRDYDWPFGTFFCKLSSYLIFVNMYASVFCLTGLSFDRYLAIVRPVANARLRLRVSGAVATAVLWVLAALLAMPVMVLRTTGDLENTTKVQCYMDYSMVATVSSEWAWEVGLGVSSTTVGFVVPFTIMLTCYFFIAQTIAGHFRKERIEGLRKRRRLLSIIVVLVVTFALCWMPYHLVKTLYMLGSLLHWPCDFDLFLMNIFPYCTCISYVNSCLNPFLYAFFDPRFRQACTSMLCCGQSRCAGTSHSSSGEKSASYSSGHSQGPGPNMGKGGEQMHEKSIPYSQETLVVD
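Material: engineered CHO-K1 APJ arrestin reporter cells; amount: 1000 CHO-K1 reporter cells seeded per well; incubation: compound stimulation 90 min at 25 °C, detection 60 min; signal: luminescent beta-gal fragment complementation, chemiluminescent substrate; read-out basis: APJ agonist activity; controls: DMSO-only wells as negative, 10 nM Apelin-13 as positive control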
tim10-1 inh – growth inhibitors of tim10-1 mutant yeast, primary screen, luminescence, uHTS; S. cerevisiae tim10-1 ts strain growth, BacTiter-Glo, 24 h; AID 463190, 2010; inhibition, % at 20 µM; hit rate 2.2% among 330,000;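 active means inhibition of at least 40%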;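 further: mutant grown at 25 °C; 0% = DMSO wells with yeast and 100% = wells holding no yeast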
MIN6 prolif – inducers of MIN6 beta-cell proliferation, primary screen, ATP luminescence, uHTS | MIN6 cells proliferation, ATPlite luminescence, 48 h; cells starved in 0.2% serum; 100% = growth in 10% serum | proliferation, % at 10 µM | hit rate 0.29% among 330,000;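 active means compounds whose signal lies at least 3.5 SD above the mean of all wells on their plate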;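 further: 0% = DMSO-treated cells in low-serum medium and 100% = 10% serum control; some compounds called inactive have numbers as strong as hits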
APJ antagonist – antagonists of human apelin receptor APJ, primary screen, CHO-K1 cells, beta-arrestin complementation, luminescence | P35414 | inhibition, % at 20 µM | hit rate 0.32% among 330,000;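 active means inhibition above about 40% at 20 µM, limit read from the data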;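 further: cells challenged with 10 nM apelin-13 agonist together with compound; plate controls were apelin-13 plus DMSO wells for no effect and DMSO wells lacking apelin-13 for full effect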
MPTP inh – mitochondrial permeability transition pore inhibitors, primary screen, biochemical, isolated mouse mitochondria, absorbance | Ca2+ swelling absorbance, 30 min | inhibition, % at 10 µM | hit rate 1.4% among 360,000;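 active means inhibition of 50% or more, scaled per plate between neutral and stimulator controls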;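 further: 0% = DMSO wells given calcium and 100% = 1 mM EGTA wells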
NALP3 yeast inh – NALP3 inflammasome inhibitors in reconstituted yeast, primary screen, luminescence, uHTS; inhibition, % at 10 µM; AID 2825, 2010; Yeast reconstituted NLRP3/ASC/caspase-1, beta-gal luminescence, 24 h; hit rate 0.39% among 330,000;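 active means inhibition of 50% or more; inactive means inhibition below 50%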;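 further: plate controls were induced DMSO wells for no effect and uninduced yeast grown without galactose for full effect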
GRIN3A LBD mod – binders of NR3A ligand-binding domain, primary screen, biophysical, differential scanning fluorimetry, uHTS; Glutamate receptor ionotropic, NMDA 3A (GRIN3A) ligand-binding domain; NR3A LBD differential scanning fluorimetry, Tm shift; 0% = protein alone, 100% = glycine-bound protein; Tm shift relative to glycine control, % at 25 µM; hit rate 2.5% among 340,000;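 active means melting temperature shift of at least 10% of the positive control shift, at one fixed dose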
TIM10 inh – growth inhibitors of isogenic TIM10 control yeast, primary screen, counter-screen for tim10-1 yeast inhibitor project, luminescence, uHTS; S. cerevisiae TIM10 strain growth, BacTiter-Glo luminescence, 24 h; inhibition, % at 10 µM; hit rate 1.4% among 330,000;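 active means inhibition of 40% or more at the single tested concentration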;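 further: wild-type TIM10 isogenic control strain grown at permissive 25 °C; 0% = DMSO yeast wells and 100% = minimal medium wells without yeast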
tim23-1 inh – growth inhibitors of tim23-1 mutant yeast, primary screen, luminescence, uHTS; S. cerevisiae tim23-1 growth, BacTiter-Glo luminescence, 24 h; inhibition, % at 20 µM; hit rate 1.3% among 330,000; AID 463212, 2010;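 active means growth inhibition of the mutant yeast at or above 50%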;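 further: temperature-sensitive mutant grown at 25 °C; plate controls were DMSO-treated mutant yeast for no effect and medium wells lacking yeast for full effect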
The depositor's hits bear a star; x = not tested or not shown.

SMILES	APJ agonist	tim10-1 inh	MIN6 prolif	APJ antagonist	MPTP inh	NALP3 yeast inh	GRIN3A LBD mod	TIM10 inh	tim23-1 inh
O=C(CCc1ccccc1)Nc1ccc(N2CCOCC2)cc1	-1	13	-1	-1	-0.4	3	-4	15	6
CC(C)CCN1CCN(Cc2ccc(N3CCNC3=O)cc2)CC1CCO (stereo unspecified)	-4	5	-4	1	0.8	13	-2	-17	16
O=c1cc(-c2ccc(Cl)cc2)oc(=O)[nH]1	2	6	-1	-12	3.2	24	-1	-9	25
CNc1nc(N/N=C/c2cc3c(cc2[N+](=O)[O-])OCO3)nc(Nc2ccccc2)n1	1	7	-4	-25	0.5	4	-3	16	10
OCCN=C1CCCc2c1[nH]c1ccc(Cl)cc21	0	17	-4	-3	-3.9	3	1	17	10
COC(=O)c1ccccc1-c1ccc(C(c2c(C)[nH][nH]c2=O)c2c(C)[nH][nH]c2=O)o1	-4	56*	-2	5	5.0	8	-1	46*	54*
Cc1ccc(NC(=O)N2CCCCC2)cc1[N+](=O)[O-]	-1	13	-3	13	2.6	15	-10	1	17
CSCCC(NC(=O)COc1ccccc1)C(=O)NCCOc1ccccc1 (stereo unspecified)	-3	13	-1	-11	-1.3	20	1	8	17
CCOc1ccc(Nc2ncnc3c2nnn3Cc2ccccc2)cc1	4	-18	-3	-20	0.0	21	-2	-18	4
CC(C)N(CCNC(=O)c1ccc(NC2=NC3CS(=O)(=O)CC3S2)cc1)Cc1ccco1 (stereo unspecified)	-1	6	0	16	-0.8	5	0	0	7
O=C1CCCCC1S(=O)(=O)c1ccccc1 (stereo unspecified)	-2	1	2	5	3.3	10	-2	-1	7
Cc1cc(O)c(-c2n[nH]c3c2C(c2cccc(O)c2)N(Cc2cccnc2)C3=O)cc1Cl (stereo unspecified)	0	12	-3	1	11	4	5	2	6
CN(c1ccccc1)S(=O)(=O)c1ccc(NC(=O)c2ccc(F)cc2)cc1	3	-3	-3	-8	58*	25	-14	14	33
COc1ccc(NC(=O)Nc2ccc3c(c2)CCC3)c(OC)c1	-2	-17	-2	6	-1.6	20	-15	-30	-24
CCn1c(SCC(=O)OCC(=O)N2c3ccccc3NC(=O)C2(C)C)nnc1-c1ccco1	-19	12	-2	6	0.1	2	4	3	1
CCOc1ccc(NC(=O)Cn2nc(C(N)=O)c3ccccc3c2=O)cc1S(=O)(=O)N1CCCC1	0	9	-2	-23	0.1	12	-1	5	8
COc1ccc(-c2oc3ccccc3c2C(=O)OCc2ccccc2OC)cc1	-9	4	-5	3	0.9	11	17*	-12	-8
CCCCCCCCSc1nnc2[nH]c(=O)cc(N)n12	-2	5	2	-1	-0.1	19	-1	4	10
CCSc1ccc2c(c1)N(CCCN1CCN(C)CC1)c1ccccc1S2	-5	42*	-8	23	96*	26	-1	17	24
COC(=O)C(C)n1cnc2c(nnn2-c2ccccc2)c1=O (stereo unspecified)	2	-4	-1	7	-0.5	-4	-3	-10	9
COc1cc(-c2nnc(NC(=O)c3ccc(S(=O)(=O)N4CCOCC4)cc3)o2)cc(OC)c1OC	-6	23	-4	23	x	-6	x	9	7
CN(C)c1ccc(NC(=O)C2CCCN(S(=O)(=O)c3ccccc3)C2)cc1 (stereo unspecified)	1	15	-2	-8	3.7	7	1	-2	3
Cn1ncc2c(Nc3ccccc3Cl)nc(Cl)nc21	0	13	-1	7	-0.8	13	x	16	27
Cc1nn(-c2ccc(F)cc2)c(Cl)c1C(=O)OC(C)C(=O)N(C)C1CCCCC1 (stereo unspecified)	-2	31	-1	9	-1.1	-3	1	24	38
Cc1[nH]nc(SCC(=O)N2CCOCC2)c1[N+](=O)[O-]	-6	-9	-3	10	0.3	3	-1	0	-3
CSc1ccc(C(=O)C2CCCN(C(=O)c3ccsc3)C2)cc1 (stereo unspecified)	-2	-5	-1	-13	8.3	-18	0	-9	15
CCC(=O)N1CCN(c2ccc(NC(=O)c3ccc(Br)o3)cc2)CC1	-3	10	-3	4	0.0	2	0	8	5
Cc1nc2ccccc2[nH]c1=O	-2	-14	2	-6	2.6	-3	-2	-15	-3
C=CCNC(=O)CN(c1ccc(F)cc1)S(=O)(=O)c1ccc(OC)cc1	0	3	0	0	-0.6	13	0	-3	10
CCOc1ccc2nc(C(C)O)[nH]c2c1 (stereo unspecified)	2	-11	-2	-3	-0.9	10	-6	-3	-15
Cc1cccc2c(N=NC(=O)c3ccc(NS(=O)(=O)c4cccs4)cc3)c(O)[nH]c12	-6	6	-5	36	0.3	16	2	7	8
CCOc1ccc(N(CC(=O)NCc2ccc(Cl)cc2)S(=O)(=O)c2c(C)noc2C)cc1	-1	16	-7	5	0.3	7	-5	-5	16
CCOC(=O)CNc1nc(Cl)nc(NC(C)(C)C)n1	-4	17	-2	18	-0.3	1	-2	-1	6
CCOC(=O)Cc1c(C)nc2c(-c3cccc(Br)c3)c[nH]n2c1=O	-2	6	-6	19	0.5	4	3	7	13
Cc1cc(C)n(CCN(C)C(=O)c2cc(COc3c(F)cccc3F)on2)n1	-3	16	1	0	1.6	-1	1	12	5
Cc1ccc(CNC(=O)c2ccc3c(=O)n(CCCN4CCCC4=O)c(=S)[nH]c3c2)cc1	0	16	-4	0	4.1	18	-1	-1	16
CC(Sc1ccccc1)C(=O)NN=C1CCCCCC1 (stereo unspecified)	-2	0	0	2	-5.3	13	1	9	-4
Cc1cccc(N2C(=O)SC(N(CC(=O)O)c3cccc(C)c3)C2=O)c1 (stereo unspecified)	-7	3	-3	30	-0.3	-9	0	5	1
COc1cc(C=NNC(=O)c2ccccc2-n2cccc2)ccc1O	-1	13	-2	0	-0.5	4	-1	18	5
CNC(=O)COC(=O)/C=C/c1cccs1	-3	14	-1	18	0.3	-1	0	-1	-1

One compound at a time, from the list above.
COc1ccc(NC(=O)Nc2ccc3c(c2)CCC3)c(OC)c1 as listed: APJ agonist: -2; tim10-1 inh: -17; MIN6 prolif: -2; APJ antagonist: 6; MPTP inh: -1.6; NALP3 yeast inh: 20; GRIN3A LBD mod: -15; TIM10 inh: -30; tim23-1 inh: -24
Cn1ncc2c(Nc3ccccc3Cl)nc(Cl)nc21 as listed: APJ agonist: 0; tim10-1 inh: 13; MIN6 prolif: -1; APJ antagonist: 7; MPTP inh: -0.8; NALP3 yeast inh: 13; GRIN3A LBD mod: x; TIM10 inh: 16; tim23-1 inh: 27

Following part:
SMILES	APJ agonist	tim10-1 inh	MIN6 prolif	APJ antagonist	MPTP inh	NALP3 yeast inh	GRIN3A LBD mod	TIM10 inh	tim23-1 inh
O=C(Cc1noc2ccccc12)Nc1ccccn1	0	-2	-1	-9	-1.9	6	-2	5	12
CCCCCN(C(=O)CCC(=O)OCc1ccccc1Cl)c1c(N)n(CCCC)c(=O)[nH]c1=O	2	15	-4	12	0.6	12	-2	9	11
COc1ccc(OCc2ccc(C(=O)N3CCOCC3)cc2)cc1	-1	1	-1	5	-0.1	8	-3	-16	-1
NC(=O)CN1CCN(c2ccccc2F)CC1	-1	20	-4	15	-0.4	0	-5	10	17
Cc1c(C)c2c(OCC(=O)N3CCC(O)CC3)cc3c(c2oc1=O)CCC(C)(C)O3	-4	0	3	14	-0.7	5	0	5	-1
O=C(O)CCc1ccc(-c2cccs2)n1CCC(=O)O	1	12	-1	11	-0.3	-1	2	-3	15
CCCN(C1CCS(=O)(=O)C1)S(=O)(=O)c1ccc(F)cc1 (stereo unspecified)	-1	0	1	6	-1.5	18	3	5	5
Nc1nc2ccccc2n1CCOc1ccc(Br)cc1	-2	-12	-3	-17	1.6	16	-1	-7	2
CSc1nnc(CNS(=O)(=O)c2ccc(Br)cc2)n1C	-5	8	5	4	-1.6	6	-1	5	7
O=C(CCCC(=O)OCC(Cl)=C(Cl)Cl)Nc1ccccc1	4	15	0	5	-0.4	14	-7	-4	25
Nc1ccccc1Oc1ncc(C(F)(F)F)cc1Cl	5	17	-3	-4	-0.1	20	x	4	4
CCNC(=O)NC(=O)C(C)OC(=O)CNS(=O)(=O)c1c(Cl)cc(Br)cc1Cl (stereo unspecified)	-1	5	-4	-2	-1.1	18	-1	9	14
O=C(NCC(c1ccco1)N1CCc2ccccc21)c1ccccc1 (stereo unspecified)	1	16	0	11	-0.6	13	-2	4	21
CC(C)(C)C(=O)OCC1OC(n2cnc(C(N)=O)n2)C(O)C1O (stereo unspecified)	5	-8	-3	-8	-0.1	13	7	-8	4
CCNC(=O)N(C)C[C@H]1N[C@@](C)(C(=O)OC)[C@H]2C(=O)N(C)C(=O)[C@@H]12	-2	-9	-2	6	-0.7	-20	0	-1	-1
CN(C(=O)c1cc2nc(-c3ccco3)cc(C(F)(F)F)n2n1)C1CCCCC1	-1	35	0	15	1.6	9	-1	2	16
O=C(NCc1ccccc1Cl)/C(=C\c1cccnc1)NC(=O)c1ccccc1	1	11	0	-4	-0.5	11	-2	-13	9
CCO[C@@H]1OC(C(N)=O)=C[C@H](c2ccc3c(c2)OCO3)[C@H]1CCCO	1	3	-2	8	-0.4	14	-1	-5	-3
COc1ccc(C2C(C(=O)/C=C/c3ccco3)=C(O)C(=O)N2CCN2CCOCC2)cc1OC (stereo unspecified)	4	5	0	-21	-4.5	13	-2	0	-6
COc1ccc(/C=C(/NC(=O)c2ccccc2)C(=O)NCCN2CCOCC2)cc1OC	-4	8	1	7	-0.7	9	1	-7	0
Cc1cc(N2CCCC2=O)ccc1S(=O)(=O)NCCOc1ccccc1	-2	7	2	18	1.3	-3	0	17	5
O=C(CCC(=O)OCc1ccc(Cl)cc1)Nc1ccccc1	3	9	1	6	0.0	21	0	16	17
CC12CN3CCN(CC(C3)/C1=N/N=C/c1cccc([N+](=O)[O-])c1)C2	1	-2	5	29	0.9	1	0	9	1
CC(Nc1n[nH]c(=O)[nH]c1=O)C(=O)N/N=C/c1ccccc1 (stereo unspecified)	-3	-12	-1	-12	1.9	15	0	-14	4
C/C=C(\C)CN1CCC(n2nccc2NC(=O)c2ccc3c(c2)OCO3)CC1	0	9	-1	11	-0.1	18	0	-2	12
N#CCCN(C(=O)COC(=O)c1cccc(S(=O)(=O)N2CCCC2)c1)c1ccc(F)cc1	-2	-9	4	12	2.1	11	5	11	-4
CCOC(=O)C1=C(C)N(c2ccc(OCC)cc2)C(=O)/C1=C\c1ccco1	-5	26	-2	29	0.4	14	0	5	14
NC(=O)Cn1nc([N+](=O)[O-])nc1Oc1ccc(Br)cc1	2	6	-3	-23	-0.2	5	1	16	-2
O=C(NCc1ccc(Cl)cc1)N1CCN(Cc2ccccc2)CC1	4	14	-4	-22	2.1	21	4	6	13
CCCCC(O)(c1ccc(CC)cc1)C(CN1CCOCC1)c1ccccc1 (stereo unspecified)	1	22	-7	22	0.5	17	-1	26	36
O=C(Nc1ccc(S(=O)(=O)Nc2ncccn2)cc1)c1cccc(S(=O)(=O)N2CCOCC2)c1	-2	-12	-1	13	1.7	5	0	2	-5
